mABHD4 FP = inhibits mouse alpha/beta hydrolase domain 4 | Q8VD66 | purified mABHD4, FP-Rh probe fluorescence polarization | inhibition, % at 8.92 µM | actives 0.54% (n = 370,000);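 active means inhibition exceeding the mean over every tested compound plus 3 SD, cut at about 30% in these data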;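 further: 0% = plate median of compound wells and 100% = S159A mutant with DMSO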
Target sequence (Q8VD66 whole entry, looked up, the tested form may be a part): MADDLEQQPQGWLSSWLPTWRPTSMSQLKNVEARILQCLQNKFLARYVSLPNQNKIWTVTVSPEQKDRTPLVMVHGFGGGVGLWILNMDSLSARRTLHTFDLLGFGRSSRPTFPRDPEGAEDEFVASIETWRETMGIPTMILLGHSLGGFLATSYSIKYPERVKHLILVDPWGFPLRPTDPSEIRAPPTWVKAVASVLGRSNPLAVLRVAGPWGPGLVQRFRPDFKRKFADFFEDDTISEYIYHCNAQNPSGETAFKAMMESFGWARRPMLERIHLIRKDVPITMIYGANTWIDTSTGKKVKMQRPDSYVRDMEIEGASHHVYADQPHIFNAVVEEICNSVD
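system = mouse ABHD4 enzyme, wild type | medium = HEPES pH 7.0, NaCl, Pluronic buffer | also added = FP-Rh probe | incubation = Enzyme–compound pre-incubation 45 min, then probe 60 min, both 25 °C | technique = fluorescence polarization, excitation 525 nm, emission 598 nm, BODIPY TMR filters | controls = S159A mutant high control, sample median low control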
PRMT1 FP inh = PRMT1 (human) inhibition, primary screen; inhibition, % at 2.79 µM; actives 1.3% (n = 370,000); Q99873; recombinant PRMT1, activity-based probe fluorescence polarization;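 active means inhibition above about 21% made by adding two undisclosed values, limit read from the data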
Target sequence (Q99873 whole entry, looked up): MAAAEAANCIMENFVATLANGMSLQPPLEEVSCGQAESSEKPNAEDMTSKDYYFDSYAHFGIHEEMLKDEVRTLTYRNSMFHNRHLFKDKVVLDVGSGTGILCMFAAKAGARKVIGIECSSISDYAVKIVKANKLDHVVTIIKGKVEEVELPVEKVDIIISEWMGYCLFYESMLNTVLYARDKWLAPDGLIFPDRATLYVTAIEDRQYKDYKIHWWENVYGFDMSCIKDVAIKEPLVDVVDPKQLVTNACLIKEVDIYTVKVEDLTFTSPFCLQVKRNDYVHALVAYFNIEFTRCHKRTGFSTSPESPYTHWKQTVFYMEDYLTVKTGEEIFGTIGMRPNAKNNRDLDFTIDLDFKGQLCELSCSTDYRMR
GC-B act = GC-B (human) receptor activation | P20594 | activation, % at 10 µM | AID 1920062 | actives 0.11% (n = 370,000) | HEK293-GC-B cells, CNP EC30, cGMP TR-FRET; 0% at EC30 CNP, 100% saturating CNP;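 active means activation at 10 µM reaching about 35% in either raw or pattern-adjusted values, limit read from the data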
SIAE inh = blocks human sialic acid acetylesterase; Q9HAT2; SIAE FP-Rh probe binding, fluorescence polarization; inhibition, % at 9.66 µM; actives 0.69% (n = 370,000); AID 1053197;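 active means inhibition above a cutoff: mean of compounds within the control limits plus 3 SD of those, cut at about 17% in these data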;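 further: 0% = plate median of compound wells and 100% = probe without SIAE protein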
rCAG binder = molecules binding r(CAG) RNA repeats; r(CAG) RNA repeat, TO-PRO-1 dye displacement fluorescence; inhibition, % at 3 µM; actives 1.3% (n = 370,000); AID 651821;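 active means inhibition above the plate cutoff, the mean of all test compounds on that plate plus 3 SD, cut at about 35% in these data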;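 further: 0% = DMSO alone and 100% = 100 µM mitoxantrone as full dye displacement; higher means more dye released from RNA so lower well fluorescence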
TCR-CD3 inh = inhibitors of human TCR-CD3 interaction; TAMRA-labeled TCR probe fluorescence, biochemical; inhibition, % at 9.4 µM; actives 0.37% (n = 360,000); in the data active means inhibition above about 19%;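 further: recombinant mutant TCR 2C K166C tagged with TAMRA read by polarization; 0% = receptor in buffer alone and 100% = receptor with positive control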
MBD2 DNA inh = MBD2-methylated oligo binding inhibition. Q9UBB5. TR-FRET, MBD2 binding to methylated oligonucleotide. inhibition, % at 4.4 µM. actives 0.31% (n = 370,000); in the data active means inhibition above about 13%
LEDGF integ inh = blocks HIV-1 LEDGF/p75-dependent DNA integration | inhibition, % at 3.7 µM | actives 0.64% (n = 370,000) | TR-FRET IN-LEDGF/p75 DNA integration, Eu/Cy5;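 active means inhibition above the screen-wide mean plus 3 SD, cut at about 13% in these data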;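 further: signal is the Cy5 over europium emission ratio at 671 and 618 nm; 0% = plate median of compound wells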
TDP2 inh = blocks human TDP2 phosphodiesterase activity; O95551; recombinant TDP2, T5PNP hydrolysis, p-nitrophenol absorbance 415 nm; inhibition, % at 12.8 µM; actives 0.34% (n = 370,000); AID 720702;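 active means inhibition above the mean of all tested compounds plus 3 SD, set per campaign, cut at about 25% in these data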;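 further: 0% = DMSO with enzyme and 100% = buffer with substrate but no TDP2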
Target sequence (O95551 whole entry, looked up): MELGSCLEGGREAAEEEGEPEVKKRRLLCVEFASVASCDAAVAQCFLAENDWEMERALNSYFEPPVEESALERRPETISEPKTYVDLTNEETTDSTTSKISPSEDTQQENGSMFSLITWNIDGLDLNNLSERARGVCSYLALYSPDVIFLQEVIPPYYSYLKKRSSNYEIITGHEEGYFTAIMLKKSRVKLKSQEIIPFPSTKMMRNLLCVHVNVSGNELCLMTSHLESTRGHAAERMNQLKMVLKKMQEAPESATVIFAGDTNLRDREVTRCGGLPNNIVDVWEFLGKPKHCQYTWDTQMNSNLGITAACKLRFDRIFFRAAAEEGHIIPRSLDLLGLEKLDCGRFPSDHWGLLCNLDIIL
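System – recombinant human TDP2 · Amount – 120 nM TDP2 per well · Buffer or medium – Mg2+-containing Tris-HCl buffer, pH 7.5 · Reagent – T5PNP substrate, 5 mM · Dosing – 12.8 µM single point, 1% DMSO · Incubation – 2 h at 37 °C · Measured by – epi absorbance · Read-out basis – percent inhibition · Benchmarks – high control without enzyme, low control DMSO plus TDP2 · Repeats – singlicate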
HTRA1 inhibitor = HTRA1 (human) protease inhibition | actives 0.5% (n = 340,000) | recombinant HTRA1, FP-rhodamine activity-based probe, fluorescence polarization | inhibition, % at 5.96 µM | Q92743 | AID 504803; in the data active means inhibition above about 36%;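 further: 0% = enzyme with DMSO and 100% = wells lacking enzyme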
An asterisk follows results filed as active; nt = not tested or not shown.

no.	Structure	mABHD4 FP	TCR-CD3 inh	HTRA1 inhibitor	LEDGF integ inh	MBD2 DNA inh	rCAG binder	PRMT1 FP inh	TDP2 inh	GC-B act	SIAE inh
1	CC(Oc1ccc2c3c(c(=O)oc2c1)CCCC3)C(=O)NCCCn1ccnc1 (stereo unspecified)	2	9	3	-1	0	-4	-5	12	-4	5
2	COc1ccc(-c2coc3c(C(=O)Nc4cccc(NS(C)(=O)=O)c4)cccc23)c(C)c1	-88	-3	nt	-3	-3	14	-3	-3	2	-92
3	CCN(CC)C(=O)c1sc2c(c1C)c(=O)n(-c1ccc(C)c(C)c1)c(=O)n2CC(=O)NCC1CCCO1 (stereo unspecified)	-4	0	2	6	-1	-6	-4	-22	-2	-4
4	O=C(NCCc1ccccc1)C1CCN(C(=O)Nc2ccccc2)CC1	0	1	-6	-2	-10	-3	0	3	6	1
5	COc1ccccc1CNS(=O)(=O)c1cc(C(=O)NCc2ccccn2)c(Cl)cc1Cl	1	0	-2	0	0	-1	3	2	3	-3
6	CN(C1=NC(=O)C(CC(=O)Nc2ccc(Br)cc2)S1)c1ccc(O)cc1 (stereo unspecified)	-11	-8	-8	-3	0	3	3	-6	0	-3
7	CCOC(=O)c1c(O)c(Cl)c(C)[nH]c1=O	-7	-5	4	0	-3	-2	-2	-14	5	-6
8	Cc1cccc(C(O)c2ncc(-c3ccc(F)cc3)[nH]2)c1C (stereo unspecified)	-5	-2	nt	-1	-5	3	-5	1	5	3
9	CN(C)CCCn1c(-c2ccccc2)nc(=S)c2c1CCCC2	-1	1	4	-2	0	-2	-2	2	3	3
10	NC(CSC1(c2ccccc2)c2ccccc2-c2ccccc21)C(=O)O (stereo unspecified)	-3	-1	-47	-2	3	16	4	-7	-4	-10
11	COc1ccc2nc(SCC(=O)NCc3ccc(OC)c(OC)c3)[nH]c2c1	8	-3	6	-2	6	0	3	-1	1	-4
12	Cc1ccc(F)cc1C(=O)N1CCCC(C)(C(=O)NS(=O)(=O)C2CC2)C1 (stereo unspecified)	-3	2	nt	-1	0	4	0	6	2	4
13	Cc1cc(C)nc(SCC(=O)N/N=C/c2cccnc2)n1	0	0	10	-1	-2	2	-29	-5	4	1
14	Fc1ccc(Oc2cnns2)cc1	-1	-2	5	7	2	1	-4	-7	-5	-7
15	CCN(CC)c1ccc(/C=N/Nc2ccc(C)cc2)c(O)c1	31*	4	42*	4	11	8	7	-2	4	13
16	Cc1ccc(S(=O)(=O)N2CCN(c3ccc(C(=O)N4CCOCC4)cc3[N+](=O)[O-])CC2)cc1	10	-1	-5	1	-5	-4	-4	-4	0	3
17	O=C(N1CCN(Cc2ccccc2)CC1)C12CC3CC(CC(C3)C1)C2	-3	-13	0	3	5	0	2	-1	-1	-1
18	Cc1ccc(-n2c(SCC(=O)Nc3cccc(S(=O)(=O)NC4=NCCCCC4)c3)nc3ccccc3c2=O)cc1C	-18	8	-13	-1	-7	9	-2	-9	7	-13
19	COc1ccc(C(=O)Nc2cc3c4c(c2)C(C)C(=O)N4CCC3)cc1 (stereo unspecified)	6	4	0	-1	1	-1	-1	-5	-3	-1
20	COc1ccc(-n2c(N)c(C(=O)NCC3CCCO3)sc2=S)cc1 (stereo unspecified)	-8	5	7	1	2	-3	1	2	5	1
21	Cc1nnc2n(Cc3ccccc3)c(=O)c3c4c(sc3n12)COC(C)(C)C4	0	1	6	0	-3	-3	0	-4	5	5
22	O=C(NCc1ccccc1F)c1ccncc1	-3	-1	-4	1	1	0	-2	11	2	1
23	Cc1sc(-c2ccccn2)nc1OC(=O)c1ccc(Cl)cc1	1	9	2	-5	0	-1	1	-2	12	-7
24	CC(Cc1ccccc1)NC(=O)C1CCCNC1=O (stereo unspecified)	0	1	7	4	2	-3	-3	16	1	-3
25	CCC(C(=O)NCc1ccco1)N(C(=O)CNS(=O)(=O)c1ccccc1)c1ccc(OC)cc1 (stereo unspecified)	0	11	-3	1	4	-3	0	0	0	2
26	Cc1ccc(N(C(=O)c2ccco2)C(C(=O)NC2CCCC2)c2ccco2)c(C)c1 (stereo unspecified)	-9	5	-5	7	-1	-10	-3	-8	-7	-7
27	COC(=O)[C@]12C[C@H](CC(=O)N3CCCC3)C(=O)N(Cc3ccccc3)C1=C[C@H](COCc1ccccc1)O[C@@H]2C	6	nt	nt	-4	-1	3	1	-5	6	1
28	Cc1ccccc1OCCn1cc(C=O)c2ccccc21	-12	3	-22	5	-1	4	-1	-2	-1	1
29	OCC1OC(Nc2ccccc2C=NO)C(O)C1O (stereo unspecified)	2	-2	5	-3	1	0	2	14	-1	6
30	COc1ccc(S(=O)(=O)N2CCN(C(=O)COc3ccc4c(C)cc(=O)oc4c3)CC2)cc1	-6	-1	nt	2	-5	3	-3	-13	-14	-4
31	CCOc1ccc2[nH]cc(C(=O)NCCc3ccccc3)c(=O)c2c1	-18	-1	-24	2	4	2	3	8	2	-6
32	COc1cccc(Nc2nnc(SCC(=O)N3CC(C)OC(C)C3)s2)c1 (stereo unspecified)	2	-3	0	-4	-1	-8	3	0	1	-4
33	C[C@H](O)[C@@H]1CN2CCc3ccc(-c4ccc5c(c4)OCO5)cc3[C@@H]2C[C@@H]1N(C)C(=O)C1CCCCC1	6	9	nt	-5	-1	7	-1	-3	-4	2
34	O=c1[nH][nH]cc1C=NCc1cccc(C(F)(F)F)c1	3	-3	3	2	4	4	-2	-1	3	-9
35	COc1ccc(C(=O)NCCn2cc(SCC(=O)NCC3CCCO3)c3ccccc32)cc1 (stereo unspecified)	8	5	-6	0	3	-4	4	10	0	7
36	CC(C)(C)n1nc2c(c1NC(=O)c1ccc(Cl)c([N+](=O)[O-])c1)CS(=O)(=O)C2	3	2	2	-2	-3	5	-1	5	11	0
37	CCS(=O)(=O)c1ccc(-c2cccc(NC(=O)COc3ccccc3)c2)nn1	5	12	0	-3	6	4	-1	-9	0	0
38	O=C(CNC(=O)c1cn2ccccc2n1)Nc1ccc(F)c(F)c1	-6	6	-5	4	-1	3	-1	-10	-1	-10
39	CCCc1nc2sc3ccccc3c(=O)c2c(=O)n1Cc1ccco1	-14	3	-10	5	-8	6	13	7	-1	2
40	O=C(NCC[C@H]1CC[C@@H](NC(=O)C2CCC2)[C@@H](CO)O1)c1cc(Cl)cc(Cl)c1	-3	2	nt	2	0	2	-2	7	-5	2
41	O=C(NCc1ccncc1)C(=O)NCC(c1ccccc1)c1ccccc1	0	3	nt	-1	4	-5	-1	-2	2	-8
42	COc1ccc(CCNC(=O)C2CCN(S(=O)(=O)c3ccc(-n4cnnn4)cc3)CC2)cc1OC	-7	5	-10	-1	7	2	1	-15	3	3
43	Cc1cc(NS(=O)(=O)c2ccc(-c3ccccc3)cc2)no1	1	11	-7	0	-4	19	-2	-13	2	0
44	CC1CCCC(NC(=O)c2ccncc2)C1C (stereo unspecified)	5	1	3	2	-3	-2	-3	4	4	-1
45	CCOC(=O)CN=C(NS(=O)(=O)c1ccc(Cl)cc1)c1ccccc1	-2	-2	4	0	-7	-2	-3	-16	5	3
46	CCOc1ccccc1NC(=O)Nc1ccccn1	-2	8	0	-1	3	0	-4	3	1	0
47	Cc1c(C(=O)NCc2cccs2)oc2ccccc12	-6	-6	-8	-4	-2	-1	-2	9	5	-5
48	NC(=O)CC(NC(=O)c1cccc(Br)c1)c1ccc(NCCN2CCOCC2)c([N+](=O)[O-])c1 (stereo unspecified)	1	4	nt	0	-5	1	1	-1	5	-2
49	CCN(Cc1ccncc1)C(=O)c1cccc(S(=O)(=O)N2CCCCC2)c1	-1	3	3	-4	4	1	4	5	1	-3
50	CCOc1ccc(S(=O)(=O)Nc2ccc(C(=O)NCC(c3ccc(OC)cc3)N3CCOCC3)cc2)cc1 (stereo unspecified)	-3	-1	2	2	-2	9	1	-5	-3	-8
51	COC(=O)c1noc(-c2ccc(OC)cc2)n1	1	2	5	-1	2	0	-2	8	-5	4
52	CN(C)CCCN1c2ccc([N+](=O)[O-])cc2CCc2cc([N+](=O)[O-])ccc21	2	-6	1	0	-9	20	22*	-24	-11	-1
53	Nc1nc2ccc(O)cc2s1	2	-6	2	-1	-5	0	1	-8	-1	11
54	C[C@H](CO)N1C[C@H](C)[C@H](CN(C)S(C)(=O)=O)OCc2ccccc2-c2c(n(C)c3ccccc23)C1=O	6	-1	0	-4	9	1	6	7	-1	-3
55	CCc1nc2ccc(C(=O)NCCc3ccccn3)cn2c1N(CC)CCOC	-4	2	nt	1	3	0	-1	4	0	-3
56	Nc1nc(Cl)cc(Sc2ccc3ccccc3c2)n1	-36	5	-23	3	-2	-2	-4	0	nt	-37
57	O=[N+]([O-])c1cccc(Oc2ncccc2[N+](=O)[O-])c1	2	2	-3	-2	0	1	0	6	5	-3
58	CCC(=O)NCCCCCCCCCNC(=O)CC	2	6	1	4	-4	3	-3	-7	-1	-1
59	O=C(NCc1cccnc1)C(=O)NCC(c1ccco1)N1CCOCC1 (stereo unspecified)	-4	6	-2	5	-8	-1	-4	-10	5	-6
60	COc1cc(F)cc(C2=CC(=O)C[C@H](c3ccc(F)cc3)C2)c1	1	-3	-29	59*	-2	-5	-2	-4	0	1

Next entries:
no.	Structure	mABHD4 FP	TCR-CD3 inh	HTRA1 inhibitor	LEDGF integ inh	MBD2 DNA inh	rCAG binder	PRMT1 FP inh	TDP2 inh	GC-B act	SIAE inh
61	COC(=O)[C@]12C[C@H](CC(=O)NCC34CC5CC(CC(C5)C3)C4)C(=O)N(Cc3ccc4c(c3)OCO4)C1=C[C@H](C(C)C)O[C@@H]2C1CC1	1	nt	nt	-1	0	6	2	3	-7	-3
62	O=C1CCC([N+](=O)[O-])C(c2cccc(Cl)c2Cl)N1 (stereo unspecified)	1	2	-4	0	-5	-2	-1	3	3	5
63	CN(Cc1nc2ccccc2[nH]1)Cc1nc(CC2CC2)no1	5	5	2	-3	1	-1	0	-7	4	-2
64	Cn1c(CCN2CCCCC2)nc2cc(NC(=O)NC3CCCCC3)ccc21	-4	8	10	0	-5	1	-4	0	-8	0
65	COC(=O)c1c(NC(=O)c2ccc(S(=O)(=O)N3CCOCC3)cc2)sc2c1CCN(C(C)C)C2	3	3	32	2	13*	-8	0	-1	-3	-9
66	O=C(CNC(=S)NC(=O)c1cccs1)c1ccccc1	-13	0	-16	-4	2	7	-2	2	-4	-4
67	O=C(NCc1cccs1)C1CCN(S(=O)(=O)c2ccc([N+](=O)[O-])cc2)CC1	-2	nt	nt	-2	-2	4	-3	2	-3	7
68	O=c1oc2c(CN3CCN(CCO)CC3)c(O)ccc2cc1-c1ccccn1	0	2	2	3	-2	28	0	-9	-1	0
69	CCn1c(=O)c(-c2nc3ccccc3[nH]2)c(O)c2ccccc21	-3	-9	nt	0	3	2	3	-3	1	-3

Bioassay records deposited in PubChem BioAssay by several laboratories.

This is a subset (hit frequency here may not be typical).
